Assay outcomes as filed in PubChem.
PLCb3 inh: human PLC-beta3 inhibitors, primary screen, biochemical, fluorescence | Purified PLC-beta3, fluorogenic substrate | inhibition, % at 12.2 µM | AID 720704, 2013 | 1-phosphatidylinositol 4,5-bisphosphate phosphodiesterase beta-3 (Homo sapiens), Q01970 | 370,000 compounds, 0.18% hits; in the data active = inhibition above about 11%;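 note: 0% = median of compound wells on plate and 100% = full blocker control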
TDP2 inh: human TDP2 enzyme inhibitors, primary screen, biochemical, epi absorbance, recombinant enzyme. Tyrosyl-DNA phosphodiesterase 2 (Homo sapiens), O95551. T5PNP hydrolysis, p-nitrophenol absorbance 415 nm. inhibition, % at 12.8 µM. 370,000 compounds, 0.34% hits. AID 720702, 2013;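 active = inhibition above the mean of all tested compounds plus 3 SD, set per campaign, cut at about 25% in these data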;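 note: 0% = DMSO with enzyme and 100% = buffer with substrate but no TDP2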
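Read-out basis: percent inhibition. System: recombinant human TDP2. Buffer or medium: Mg2+-containing Tris-HCl buffer, pH 7.5. Repeats: single replicate. Timing: reaction 2 h, 37 °C. Benchmarks: high control without enzyme, low control DMSO plus TDP2. Probe or stimulus: 5 mM T5PNP. Doses: 12.8 µM only. Measured by: epi absorbance of p-nitrophenol freed from T5PNP by hydrolysis.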
ADAM10 inh: human ADAM10 inhibitors, primary screen, biochemical, QFRET, HTS; Disintegrin and metalloproteinase domain-containing protein 10 (Homo sapiens), O14672; recombinant ADAM10, EDANS/DABCYL FRET peptide cleavage, 3 h; inhibition, % at 7 µM; 370,000 compounds, 0.62% hits;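 active = inhibition above a per-campaign cutoff equal to the mean of compounds falling between control-based bounds plus 3 SD, cut at about 20% in these data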;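 note: 0% = DMSO wells while the 100% control is not disclosed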
Target sequence (O14672 214-748 limits assumed): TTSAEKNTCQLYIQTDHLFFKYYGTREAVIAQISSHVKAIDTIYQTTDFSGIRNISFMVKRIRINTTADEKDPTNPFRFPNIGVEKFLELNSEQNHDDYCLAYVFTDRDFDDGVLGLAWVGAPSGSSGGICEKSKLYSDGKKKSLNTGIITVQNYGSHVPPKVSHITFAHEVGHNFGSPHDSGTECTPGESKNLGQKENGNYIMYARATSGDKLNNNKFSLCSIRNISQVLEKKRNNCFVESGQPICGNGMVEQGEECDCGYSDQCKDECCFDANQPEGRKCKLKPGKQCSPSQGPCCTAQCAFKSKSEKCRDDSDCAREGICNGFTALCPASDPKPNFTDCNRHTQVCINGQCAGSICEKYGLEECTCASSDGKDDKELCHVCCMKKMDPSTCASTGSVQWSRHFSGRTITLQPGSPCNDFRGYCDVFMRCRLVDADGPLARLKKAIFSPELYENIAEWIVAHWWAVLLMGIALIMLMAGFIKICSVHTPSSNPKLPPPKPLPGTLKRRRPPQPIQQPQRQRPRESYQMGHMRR
ARFGAP1 inh: inhibitors of rat ARFGAP1 GAP activity, primary screen, biochemical, fluorescence polarization, GDP tracer | ADP-ribosylation factor GTPase-activating protein 1 (Rattus norvegicus), Q62848 | Arfgap1-stimulated ARF1 GTP hydrolysis, GDP FP detection | inhibition, % at 16.5 µM | 360,000 compounds, 0.26% hits;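 active = inhibition above a per-plate limit, mean inhibition of low control wells plus 3 SD, cut at about 25% in these data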;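 note: 0% = DMSO wells with enzyme and 100% = wells lacking Arfgap1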
Target sequence (Q62848 1-136 limits assumed): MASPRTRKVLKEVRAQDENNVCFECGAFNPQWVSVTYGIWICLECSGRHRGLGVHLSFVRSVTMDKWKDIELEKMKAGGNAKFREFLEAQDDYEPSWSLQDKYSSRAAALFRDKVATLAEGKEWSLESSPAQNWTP
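Material – truncated rat Arfgap1 GAP domain · Buffer or medium – HEPES-based buffer, pH 7.5 · Reagent – human ARF1(Δ1-17)-GTP substrate · Dosing – 16.5 µM single point, 1.26% DMSO · Schedule – GTP hydrolysis reaction 2 h at 25 °C · Technique – GDP detection by fluorescence polarization · Benchmarks – No-Arfgap1 wells (100%) versus DMSO full-reaction wells (0%) · Repeats – single replicate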
DDE Tn6 FP inh: inhibitors of Tn6 peptide binding to fibrin DD(E), primary screen, biochemical, fluorescence polarization, human fibrin, Tn6 probe. 370,000 compounds, 0.21% hits. Fibrin DD(E) TRITC-Tn6 fluorescence polarization displacement. Fibrinogen beta chain (Homo sapiens), P02675. AID 720509, 2013. inhibition, % at 8.3 µM;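 active = inhibition above a per-campaign cutoff: mean of compounds within control limits plus 3 SD, cut at about 15% in these data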;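 note: 0% = median of all compound wells on the plate and 100% = blocking peptide control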
PLC-gamma1 inh: PLC-gamma1 enzyme inhibitors, primary screen, biochemical, fluorescence, purified enzyme | 1-phosphatidylinositol 4,5-bisphosphate phosphodiesterase gamma-1 (Homo sapiens), P19174 | inhibition, % at 12.2 µM | 370,000 compounds, 0.84% hits | fluorogenic substrate; in the data active = inhibition above about 9.5%
ADAM17 inh: ADAM17 inhibitors, primary screen, biochemical, QFRET. Disintegrin and metalloproteinase domain-containing protein 17 (Homo sapiens), P78536. recombinant ADAM17, EDANS/DABCYL FRET peptide cleavage. inhibition, % at 6.95 µM. 370,000 compounds, 0.83% hits. AID 720648, 2013;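 active = inhibition above the mean of compounds lying between control limits plus 3 SD, set per campaign, cut at about 8.5% in these data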;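 note: 0% = DMSO-only wells as the low control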
Tn7 DDE FP: inhibitors of Tn7 peptide binding to fibrin DD(E), primary screen, biochemical, fluorescence polarization, human fibrin, Tn7 probe; 370,000 compounds, 0.13% hits; FP displacement of FITC-Tn7 peptide from fibrin DD(E); 0% = median of compound wells per plate; inhibition, % at 8.3 µM; Fibrinogen beta chain (Homo sapiens), P02675; AID 720508, 2013;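 active = inhibition above the mean of compounds falling within the control limits plus 3 SD of them, cut at about 14% in these data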;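 note: 0% = plate median of compound wells and 100% = 10 µM Aha-Tn7 peptide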
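Measure: % inhibition scaled between sample-field median and high-control FP; Test system: human fibrin DD(E); Quantity: 2 µM final DD(E) protein; Doses: one dose, 8.3 µM nominal; Schedule: compound with protein 10 min, then 3 h after probe, room temperature; Detection: fluorescence polarization; Medium: Tris buffer with calcium and detergent, pH 7.8.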
ASAP1 inh: inhibitors of human ASAP1 ArfGAP activity, primary screen, biochemical, fluorescence polarization; ASAP1-stimulated ARF1 GTP hydrolysis, GDP FP detection; inhibition, % at 16.5 µM; 360,000 compounds, 0.19% hits; in the data active = inhibition above about 25%;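 note: 0% = vehicle with enzyme and substrate and 100% = no enzyme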
Target sequence (Q9ULH1 325-724 limits assumed): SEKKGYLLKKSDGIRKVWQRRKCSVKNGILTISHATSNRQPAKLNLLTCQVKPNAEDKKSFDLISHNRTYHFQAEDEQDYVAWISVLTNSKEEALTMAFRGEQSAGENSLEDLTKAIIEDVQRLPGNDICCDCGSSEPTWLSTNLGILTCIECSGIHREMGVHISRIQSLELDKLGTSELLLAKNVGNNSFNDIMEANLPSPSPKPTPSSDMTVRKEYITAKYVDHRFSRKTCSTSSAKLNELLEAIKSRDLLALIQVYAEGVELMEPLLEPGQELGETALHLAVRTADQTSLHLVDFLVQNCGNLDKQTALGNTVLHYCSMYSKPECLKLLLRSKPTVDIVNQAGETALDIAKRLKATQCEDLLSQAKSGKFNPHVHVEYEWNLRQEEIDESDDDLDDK
SIAE primary: human SIAE inhibitors, primary screen, biochemical, fluorescence polarization, FP-Rh probe, 1536-well HTS; Sialate O-acetylesterase (Homo sapiens), Q9HAT2; SIAE FP-Rh probe binding; inhibition, % at 9.66 µM; 370,000 compounds, 0.69% hits; AID 1053197, 2014;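 active = inhibition above a cutoff: mean of compounds within the control limits plus 3 SD of those, cut at about 17% in these data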;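 note: 0% = plate median of compound wells and 100% = probe without SIAE protein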
* marks the source's active call; other numbers are inactive results; / = no result given.

TDP2 inh	ARFGAP1 inh	PLCb3 inh	SIAE primary	ADAM10 inh	PLC-gamma1 inh	ADAM17 inh	Tn7 DDE FP	ASAP1 inh	DDE Tn6 FP inh	SMILES
-2	9	-2	0	4	-1	3	-5	-13	3	CCN1C(=O)/C(=C\c2ccc(F)cc2)N=C1SCC(=O)NCc1ccco1
-8	-2	2	4	5	6	3	-5	-4	-4	CCCCCC[n+]1c(-c2ccccc2)csc1Nc1ccccc1
2	6	-2	-3	-1	2	-2	-1	2	8	O=C(Cc1ccc(-c2ccccc2)cc1)NNC(=S)NCc1ccco1
-15	7	-9	6	-25	5	-2	-1	19	-7	COC(=O)c1ccccc1NC(=O)CSc1nncn1-c1cccnc1
-10	9	3	6	-3	-2	-8	-3	11	-10	Cc1ccc(S(=O)(=O)N2CCN(C(=O)CSc3nc4ccccc4c(=O)[nH]3)CC2)c(C)c1
8	12	-5	3	-7	-1	-4	7	-16	5	Cc1ccc(S(=O)(=O)Nc2cccc(C(=O)NCC3(N4CCCCC4)CCCCC3)c2)cc1F
5	14	-122	1	-15	-110	-3	-3	5	-8	CNC(=O)c1c(NC(=O)c2ccco2)sc2c1CCCC2
-10	-3	-4	4	-3	1	-3	3	-11	3	C=CCNC(=O)c1onc(CSc2ccc(F)c(F)c2)c1C(=O)O
-14	2	-4	1	3	3	-2	2	-4	-3	Cn1ccc(C(=O)OCC(=O)Nc2cccc3ccccc23)n1
-6	-15	-2	-7	5	-1	-1	2	-7	4	CCCN1C(=O)SC(CC(=O)Nc2ccccc2C)C1=O (stereo not drawn)
1	2	1	-10	4	2	1	-1	13	-10	Cc1ccc(S(=O)(=O)N2CCCCC2)cc1C(=O)Nc1ccc2cn[nH]c2c1
8	1	-4	3	-4	-1	-1	-4	6	13	CCOC(=O)c1ccc(N2CSC3=C(C#N)C(c4ccc(OC)cc4OC)CC(=O)N3C2)cc1 (stereo not drawn)
-6	-3	-3	-2	-1	0	-3	-5	9	-3	COc1cccc(CC(=O)Nc2nc(C)cs2)c1
3	6	0	0	2	2	-3	9	-7	11	N#Cc1cn(-c2ccccc2)nc1-c1ccc2c(c1)OCCO2
-8	5	4	-7	9	4	0	-3	-2	3	O=C(NCCc1ccc2c(c1)OCCO2)c1cc(F)cc(F)c1
-14	10	-7	0	-3	-1	-5	8	10	-4	COc1ccc(OCCN2CCN(C(=O)c3ccc(OC)c(OC)c3)CC2)cc1
4	-5	4	1	1	-2	1	-1	8	1	CCOC(=O)Nc1sc(C)c(C)c1C(=O)OCC
-4	2	-98	-8	-403	-80	-130	5	14	-8	CC(=O)Nc1ccc(CCNC(=O)c2ccc3ccccc3c2O)cc1
5	8	-8	-1	-1	5	-7	-3	9	-11	COCc1ccc(C(=O)N2CCCC(Nc3ccc(F)c(F)c3)C2)s1 (stereo not drawn)
15	-12	4	2	3	3	1	3	12	1	CCOC(=O)C1[C@H]2C(=O)N(CCCOC)C[C@]23C=C[C@H]1O3 (stereo partly drawn)
-4	13	-4	4	-8	-6	-2	-4	3	8	COc1ccc(NC(=O)COC(=O)Cc2coc3cc(OC)ccc23)c(OC)c1
-15	0	-1	-5	-9	0	-3	-9	5	-5	Cc1cc(C)c(S(=O)(=O)N2CCCC(C(=O)NCc3cccnc3)C2)c(C)c1 (stereo not drawn)
1	6	-8	6	-8	0	-4	-3	14	-1	COc1cccc(CCNC(=O)C2CCC(=O)N(C3CC3)C2)c1OC (stereo not drawn)
6	6	-5	-4	2	2	-3	-8	1	-3	Cc1ccc(OCC(=O)NC(=S)Nc2ccc(S(=O)(=O)Nc3cc(C)on3)cc2)c(Br)c1
0	0	-1	-4	4	-1	-2	1	13	-1	CC(=O)Nc1ccc(C(=O)Nc2ccc(S(=O)(=O)N3CCCC3)cc2)cc1
5	1	-261	-67	-14	-209	5	5	8	-9	O=C(/C=C\c1ccco1)Nc1nc(-c2ccc3ccccc3c2)cs1
9	4	-1	1	-13	1	-2	-1	-8	1	COc1ccc(C(=O)N2CCCCC2C(=O)Nc2ccc(-n3nc(C)cc3C)cc2)o1 (stereo not drawn)
12	9	-12	-6	6	-3	-3	2	-9	2	O=C(O)Cn1nnc(-c2ccc(OCc3ccccc3Cl)cc2)n1
-4	8	4	-3	-1	4	2	-1	6	-2	Cc1nc(SC(C(=O)c2ccccc2)c2ccccc2)n[nH]1 (stereo not drawn)
-4	8	2	4	0	2	-2	-1	2	9	COc1ccccc1NC(=O)c1cccnc1
-5	11	-1	1	-8	3	-3	-3	-1	-6	COc1ccc(C(=O)n2nc(-c3ccco3)nc2N)cc1
-15	0	7	-3	5	0	2	8	2	4	CCOC(=O)c1c(N2C(=O)C3C4C=CC(C4)C3C2=O)sc2c1CCC(C)C2 (stereo not drawn)
7	/	2	-8	-9	2	2	-10	/	-6	C=CCn1c(SCC(N)=O)nnc1-c1ccccc1OC
2	-11	-8	1	-8	-1	-7	2	7	3	COc1ccccc1NS(=O)(=O)c1ccc(O)c(C(=O)OCC(=O)c2ccc(Cl)cc2Cl)c1
-7	5	-1	1	-2	1	1	-2	5	6	CCCCNC(=O)Nc1cc(C(=O)OC)ccc1Cl
2	5	-2	-3	11	2	-3	0	2	-4	CCc1nn(C(C)C(=O)N2CCN(c3ccccc3)CC2)c(=O)c2cc3occc3n12 (stereo not drawn)
-7	-4	3	-4	0	2	-1	1	13	12	Cc1n[nH]c(=S)n1/N=C/c1ccc(OCc2ccc(Cl)cc2Cl)cc1
-2	-13	3	-10	25*	0	7	-1	8	-3	CC(C)CC1C(=O)N(Cc2cn(CC3CCCCC3)nn2)CCS(=O)(=O)N1Cc1ccc(-c2cccc(CO)c2)cc1 (stereo not drawn)
-8	17	4	-21	-4	-7	-3	3	-2	-1	O=C(Nc1ccc(Cl)cc1)N[C@H]1CC[C@H](CCn2cc(-c3ccccc3F)nn2)O[C@@H]1CO
-10	12	-3	-3	1	2	-1	-8	6	4	CC1CCC2(CC1)NC(=O)N(NC(=O)C1CCN(C(=O)c3ccc(Cl)cc3)CC1)C2=O (stereo not drawn)
-8	8	0	3	-20	-2	-3	4	4	10	CCOC(=O)C1=CN(CC)S(=O)(=O)NC1c1ccccc1 (stereo not drawn)
10	4	1	2	0	1	-2	3	-5	-2	O=C(c1cccc(Cl)c1)N1CCN(C(=O)c2ccco2)CC1
4	0	-2	3	4	0	-3	8	-10	5	CC1(C)C(=O)C2(CCCC2)C(=O)OC1c1ccco1 (stereo not drawn)
2	11	1	3	-1	-2	-2	0	2	-1	Cc1nc2ccccc2c(=O)n1NC(=O)c1ccc([N+](=O)[O-])cc1Cl
13	-3	-3	0	4	1	4	-5	3	-2	COc1cc(C(C)=O)ccc1OCC(O)Cn1nc(C)c(Br)c1C (stereo not drawn)
2	5	-3	0	-1	-4	-1	1	3	-5	COc1ccc(/C=N/NC(=O)c2cc(C)n(-c3ccccc3)c2C)cc1OC
-6	9	-96	4	-92	-58	-27	-7	10	-1	Cc1cccc(N(C(=O)c2snc(C(N)=O)c2N)C(C(=O)NC2CCCC2)c2ccncc2)c1 (stereo not drawn)
17	-11	-26	11	-6	-16	1	1	2	-4	N#Cc1c(NC(=O)c2ccco2)sc2c1CCC2
-4	17	-2	1	-6	0	-2	-8	18	-3	O=C(CNC(=O)c1ccccc1Br)N/N=C/c1ccc(O)cc1
1	-4	-7	1	-9	-3	-6	0	-2	1	CN=C1SC(C(=O)Nc2ccccc2Cl)CC(=O)N1c1ccc(OC(F)(F)Cl)cc1 (stereo not drawn)
-6	-8	2	-8	-4	-1	-1	2	-3	5	CCSc1ncnc2c1oc1ccccc12
-4	-3	-141	15	-3	-85	2	1	-8	-9	COc1cc(/C=C\C(=O)Nc2cc(=O)n(C)c(=O)n2C)cc(OC)c1OC
11	3	-12	-3	4	-12	-1	2	7	2	O=C1/C(=C/c2ccc(F)cc2)SC(=S)N1Nc1ncc(C(F)(F)F)cc1Cl
7	-4	-6	3	1	-5	-3	-1	-9	-2	COc1ccc(NC(=O)CSc2nc3[nH]c(=O)cc(O)c3s2)c(OC)c1
1	8	-4	-3	0	-1	-5	2	3	0	O=C(C1CCC(=O)N1Cc1cccs1)N1CCOCC1 (stereo not drawn)
-3	11	5	-2	9	6	8	-6	11	1	CC(C)c1ccc2[nH]c(O)c(N=NC(=S)NCCc3ccccc3)c2c1
10	1	1	0	-4	0	-1	-1	-9	-3	COc1ccc(NC(=O)CN(C)C(=O)c2c(C)nn(Cc3ccc(C)cc3)c2Cl)cc1
-5	1	0	1	-14	-1	-5	-9	3	4	CC(C)CN(C(=O)CN(C)CC(=O)Nc1ccc(Cl)c(C(F)(F)F)c1)c1c(N)n(CC(C)C)c(=O)[nH]c1=O

3 of the entries above in order of the ARFGAP1 inh value, rising:
TDP2 inh	ARFGAP1 inh	PLCb3 inh	SIAE primary	ADAM10 inh	PLC-gamma1 inh	ADAM17 inh	Tn7 DDE FP	ASAP1 inh	DDE Tn6 FP inh	SMILES
1	-4	-7	1	-9	-3	-6	0	-2	1	CN=C1SC(C(=O)Nc2ccccc2Cl)CC(=O)N1c1ccc(OC(F)(F)Cl)cc1 (stereo not drawn)
-4	-3	-141	15	-3	-85	2	1	-8	-9	COc1cc(/C=C\C(=O)Nc2cc(=O)n(C)c(=O)n2C)cc(OC)c1OC
-4	17	-2	1	-6	0	-2	-8	18	-3	O=C(CNC(=O)c1ccccc1Br)N/N=C/c1ccc(O)cc1

An unsorted share of the library. Share with any hit: about 3.6%.
